# Source: PubChem (several laboratories)
# SIAE primary = blocks human sialic acid acetylesterase; Q9HAT2; SIAE FP-Rh probe binding, fluorescence polarization; inhibition, % at 9.66 µM; 0.69% of 370,000 active; AID 1053197;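 active = inhibition above a cutoff: mean of compounds within the control limits plus 3 SD of those, cut at about 17% in these data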;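 note: 0% = plate median of compound wells and 100% = probe without SIAE protein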
# MBD2 inh = inhibitors of human MBD2 binding to methylated oligonucleotide; Q9UBB5; TR-FRET; 0.31% of 370,000 active; AID 686964; inhibition, % at 4.4 µM; in the data active = inhibition above about 13%
# Target sequence (Q9UBB5 whole entry, looked up): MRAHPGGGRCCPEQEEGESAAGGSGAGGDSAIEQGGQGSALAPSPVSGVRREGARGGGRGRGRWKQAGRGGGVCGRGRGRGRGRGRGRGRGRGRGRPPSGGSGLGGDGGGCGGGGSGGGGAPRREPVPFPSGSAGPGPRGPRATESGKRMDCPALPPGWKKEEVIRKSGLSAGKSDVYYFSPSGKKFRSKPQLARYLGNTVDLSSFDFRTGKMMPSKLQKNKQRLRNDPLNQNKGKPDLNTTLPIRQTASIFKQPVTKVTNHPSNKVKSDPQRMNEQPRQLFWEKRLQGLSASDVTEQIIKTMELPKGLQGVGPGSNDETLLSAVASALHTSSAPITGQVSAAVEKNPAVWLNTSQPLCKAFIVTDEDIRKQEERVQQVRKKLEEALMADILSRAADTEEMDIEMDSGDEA
# UHRF1 binding = blocks human UHRF1 binding to methylated DNA; UHRF1 binding to methylated oligo, TR-FRET; Q96T88; 0.75% of 370,000 active; inhibition, % at 4.4 µM; in the data active = inhibition above about 21%;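 note: UHRF1 SRA domain binding a hemimethylated CpG hairpin DNA probe; 0% = median of test compound wells and 100% = reference inhibitor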
# GC-B act = GC-B (human) receptor activation; P20594; HEK293-GC-B cells, CNP EC30, cGMP TR-FRET; 0% at EC30 CNP, 100% saturating CNP; activation, % at 10 µM; 0.11% of 370,000 active; AID 1920062;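 active = activation at 10 µM reaching about 35% in either raw or pattern-adjusted values, limit read from the data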
# mABHD4 FP = inhibitors of mouse ABHD4; Q8VD66; purified mABHD4, FP-Rh probe fluorescence polarization; inhibition, % at 8.92 µM; 0.54% of 370,000 active; AID 720543;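 active = inhibition exceeding the mean over every tested compound plus 3 SD, cut at about 30% in these data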;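 note: 0% = plate median of compound wells and 100% = S159A mutant with DMSO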
# Target sequence (Q8VD66 whole entry, looked up): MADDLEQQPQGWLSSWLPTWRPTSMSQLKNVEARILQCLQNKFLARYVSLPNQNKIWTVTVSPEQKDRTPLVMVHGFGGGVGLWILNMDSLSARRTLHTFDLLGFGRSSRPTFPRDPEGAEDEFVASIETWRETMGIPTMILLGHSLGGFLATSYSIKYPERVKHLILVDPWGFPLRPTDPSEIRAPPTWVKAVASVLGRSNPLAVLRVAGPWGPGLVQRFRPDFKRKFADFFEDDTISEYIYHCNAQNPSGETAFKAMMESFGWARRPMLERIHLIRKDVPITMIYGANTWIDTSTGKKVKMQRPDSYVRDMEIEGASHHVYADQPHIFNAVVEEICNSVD
#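 Assay system: mABHD4 protein; medium: HEPES pH 7.0, NaCl, Pluronic buffer; dosing: 8.92 µM, single dose; schedule: 45 min + 60 min at 25 °C; signal: FP readout, ex 525 nm / em 598 nm; read-out: normalized percent inhibition of probe labeling; repeats: single replicate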
# rCAG RNA binder = r(CAG) repeat RNA binding; AID 651821; TO-PRO-1 dye displacement fluorescence; inhibition, % at 3 µM; 1.3% of 370,000 active;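 active = inhibition above the plate cutoff, the mean of all test compounds on that plate plus 3 SD, cut at about 35% in these data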;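 note: 0% = DMSO alone and 100% = 100 µM mitoxantrone as full dye displacement; higher means more dye released from RNA so lower well fluorescence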
# HTRA1 inh = blocks human HTRA1 serine peptidase; AID 504803; 0.5% of 340,000 active; recombinant HTRA1, FP-rhodamine activity-based probe, fluorescence polarization; inhibition, % at 5.96 µM; Q92743; in the data active = inhibition above about 36%;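 note: 0% = enzyme with DMSO and 100% = wells lacking enzyme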
# TCR-CD3 inh = human TCR-CD3 binding inhibition | TAMRA-labeled TCR probe fluorescence, biochemical | inhibition, % at 9.4 µM | 0.37% of 360,000 active; in the data active = inhibition above about 19%;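 note: recombinant mutant TCR 2C K166C tagged with TAMRA read by polarization; 0% = receptor in buffer alone and 100% = receptor with positive control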
# PRMT1 inh = PRMT1 (human) inhibition, primary screen | Q99873 | recombinant PRMT1, activity-based probe fluorescence polarization | inhibition, % at 2.79 µM | 1.3% of 370,000 active | AID 652257;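 active = inhibition above about 21% made by adding two undisclosed values, limit read from the data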
# NPR1 activator = GC-A (human) enzyme activation; AID 1671463; 0.14% of 370,000 active; P16066; activation, % at 10 µM; HEK293 GC-A cells, cGMP TR-FRET, EC30 ANP; 0% at EC30 ANP, 100% saturating ANP; in the data active = activation above about 40%
# * marks the source's active call; other numbers are inactive results; · = no result given; & = joins results of further samples.
mol	SIAE primary	MBD2 inh	UHRF1 binding	GC-B act	mABHD4 FP	rCAG RNA binder	HTRA1 inh	TCR-CD3 inh	PRMT1 inh	NPR1 activator
C=C(C)C1CC=C(C)/C(=N/NC(=O)COc2ccccc2C)C1 (stereo not given)	12	0	1	-4	1	-2	-8	2	-2	-1
COc1ccc(C2Oc3ccccc3C3=C2C(c2cccs2)n2ncnc2N3)cc1 (stereo not given)	-9	5	5	-17	-18	11	-26	-8	2	-19
CC(=O)c1cc(CN2CCCCC2)cc(OC(C)C)c1	6	6	3	4	-1	-3	-3	-8	-1	-1
O=C(c1ccc(=O)[nH]c1)N(Cc1ccco1)C1(C(=O)NC2CCCC2)CCCCC1	0	-2	0	6	4	-2	0	-4	-1	-1
COc1ccccc1-n1cc(-c2ccc(C)cc2)[nH]c1=S	7	-6	-1	2	3	2	-5	0	14	-2
Cc1ccc(S(=O)(=O)Nc2nc3cc(C)c(C)cc3[nH]2)cc1	-8	0	5	5	1	6	·	5	1	1
CCOc1ccc(NC(=S)NC(C)CCc2ccccc2)cc1 (stereo not given)	-1	-1	0	2	-3	-1	-6	11	2	-7
CCOc1ccc(-c2cc(C(=O)NCc3cc(C(F)(F)F)cc(C(F)(F)F)c3)[nH]n2)c(C)c1	9	0	-2	7	-1	2	·	0	-4	1
O=C(O)CCCNC(=O)C(c1ccccc1)c1ccccc1	7&-3	-3&9	5&6	2&3	-3&-10	0&-2	4&-6	11&-3	-3&4	0&-3
CCN(CC)c1ccc(NC2CC(=O)N(CCc3ccc(OC)cc3)C2=O)cc1 (stereo not given)	10	-1	-3	-14	29	20	54*	6	2	0
CCC(=O)c1ccc(OCC(=O)O)cc1	-1	-2	7	2	5	0	5	-2	0	7
CC1CC(C)CN(S(=O)(=O)c2ccc(F)c(C(=O)Nc3ccc(Cl)cc3F)c2)C1 (stereo not given)	6	-4	-1	0	-1	0	0	1	-2	1
CCN(CC)S(=O)(=O)c1ccc2c(c1)nc(SCc1nc3ccsc3c(=O)[nH]1)n2CC	-3	2	-1	7	9	15	-3	-1	4	4
C(=N\N1CCN(Cc2cccc3ccccc23)CC1)/c1ccco1	-3	1	-2	-4	-1	0	-4	-4	2	-5
O=C(CCCCn1ccc(=O)[nH]c1=O)Nc1ccc(O)c(C(=O)O)c1	2	0	1	1	6	2	0	11	2	5
CCC(=O)n1nc(-c2ccc(OC)cc2)nc1N	1	0	-1	4	-6	1	16	2	2	-1
NC(Cc1ccccc1)c1csc(Nc2cc(Oc3ccccc3)ncn2)n1 (stereo not given)	-5	6	3	2	1	14	·	-8	6	-5
CC(C)(N[C@@H](Cc1c[nH]c2ccccc12)C(=O)NCCCc1ccccc1)C(=O)NCc1ccccc1	1	2	-2	-5	-5	·	·	·	-3	-3
O=C(c1cc([N+](=O)[O-])ccc1N1CCCCC1)N1CCCC1	0	-5	-2	3	-2	2	5	4	-4	-3
COCCn1c(C)cc(C(=O)COC(=O)c2ccc(-n3nc(C)cc3C)cc2)c1C	7	-6	0	4	-6	0	-5	-9	1	5
O=C(O)CCCCCN1C(=O)/C(=C/c2ccncc2)SC1=S	5	-4	3	-2	-13	4	-1	7	1	3
COc1ccccc1CNC(=O)C(=O)NCC1OCCN1C(=O)c1ccc(Cl)cc1 (stereo not given)	-5	3	2	2	-11	2	-4	2	-5	0
Cc1cc(=O)oc2cc(OC(=O)c3cncc(Br)c3)ccc12	5	-5	0	3	-1	0	2	-4	-2	-5
O=C(Cc1ccc(Nc2nc3ccc(Br)cc3[nH]2)cc1)NCCc1cccs1	20*	-3	-1	-7	16	1	9	-1	0	-6
Cc1ccccc1NC(=O)c1ccc(C)c(S(=O)(=O)NCc2cccnc2)c1	-2	-5	-2	-5	2	-4	0	0	0	-1

# Rewritten with two lines to a compound: two of the compounds above
# Second line of a record: SIAE primary, MBD2 inh, UHRF1 binding, GC-B act, mABHD4 FP, rCAG RNA binder, HTRA1 inh, TCR-CD3 inh, PRMT1 inh, NPR1 activator
O=C(c1cc([N+](=O)[O-])ccc1N1CCCCC1)N1CCCC1
    0, -5, -2, 3, -2, 2, 5, 4, -4, -3
CCC(=O)c1ccc(OCC(=O)O)cc1
    -1, -2, 7, 2, 5, 0, 5, -2, 0, 7

# Next part
mol	SIAE primary	MBD2 inh	UHRF1 binding	GC-B act	mABHD4 FP	rCAG RNA binder	HTRA1 inh	TCR-CD3 inh	PRMT1 inh	NPR1 activator
C/C=C/c1ccc(OCCN2CCc3ccccc3C2)c(OC)c1	6	-4	2	-3	2	-10	0	7	0	3
COc1cc(OC)c(OC)cc1C#N	4	4	0	-7	-7	2	7	6	-4	1
COc1cc(-c2nnc(SC/C=C/c3ccccc3)n2N)cc(OC)c1OC	6	2	1	-16	-4	-2	7	3	0	-10
CN/C(=C\[N+](=O)[O-])NCCSCc1csc(CN(C)C)n1	8	-1	2	2	1	1	-3	6	-3	2
CN(Cc1ccccc1)C(=O)c1cc(S(=O)(=O)N2CCOCC2)cn1C	-5	-6	0	-4	6	3	-10	6	-6	0
COC(=O)c1c(NC(=O)c2cccs2)sc2c1CCC(C)C2 (stereo not given)	1	-6	0	-6	2	9	-3	-1	-2	-3
Nc1nc2c(-c3ccc(Br)cc3)nnn2c2ccccc12	0	3	2	0	2	7	-16	-1	2	9
O=C1C=C(c2cccc(Cl)c2O)C[C@@H](c2ccc(Cl)cc2)C1	-2	3	8	0	-23	10	-30	2	0	0
O=C(CSc1ccccn1)C12CC3CC(CC(C3)C1)C2	6	0	1	3	-2	0	-5	2	2	4
Cc1cc(CNC(=O)CCc2nnc(CCCCc3ccccc3)o2)nn1C	-2	1	-3	-12	-1	-7	1	-6	3	-4
CC(C)(C)NC(=O)CSc1nc(-c2ccccc2)cc(=O)[nH]1	16	-5	-4	4	-2	1	1	-8	-2	-3
O=C(OCC(=O)N1CCN(C(=O)COC(=O)c2ccccc2NCCO)CC1)c1ccccc1NCCO	6	9	5	1	3	4	-1	-3	5	-2
Clc1ccc(OCc2cn3cccnc3n2)c2ncccc12	3	-8	-2	0	7	-2	-1	4	0	0
O=C(NC1CCCCC1)NC1C2CC3CC(C2)CC1C3 (stereo not given)	-1	-2	-1	2	8	-3	5	8	5	0
CSCCC(Nc1ccc(S(=O)(=O)N2CCOCC2)cc1[N+](=O)[O-])C(=O)OCC(=O)N(C(C)C)C(C)C (stereo not given)	1	-3	-2	5	5	0	3	-1	-3	4
Cc1cccc(NC(=O)COC(=O)c2ccc3c(=O)n4c(nc3c2)CCC4)c1	7	-2	0	1	-8	3	0	3	-3	-1
CC1CCN(C(=O)C(Cc2ccccc2)NS(=O)(=O)c2ccc3c(c2)oc(=O)n3C)CC1 (stereo not given)	0	-2	-2	-1	4	10	-6	3	-2	-4
CS(=O)(=O)N(Cc1ccc(Cl)cc1)c1ccc(C(=O)N/N=C/c2cc3ccccc3nc2Cl)cc1	-22	-8	0	-9	8	-1	-8	10	0	-8
O=C(Nc1ccc(F)cc1F)c1ccc(-n2cccn2)c([N+](=O)[O-])c1	-6	1	3	-3	3	8	-3	-10	-1	0
CCOc1ccc(S(=O)(=O)c2c[nH]c3ccccc3c2=O)cc1	7	-4	2	-1	-6	3	4	6	-3	-10
COc1cc(/C=C/C(=O)O)ccc1OS(=O)(=O)c1cc(C)ccc1C	2	2	-1	5	-10	22	-6	2	0	-3
Cc1cc(NC2C3CC4CC(C3)CC2C4)n2ncnc2n1 (stereo not given)	1	4	2	0	-5	-8	-3	-6	1	0
O=C(CNC(=O)N1CC(=O)Nc2ccccc21)Nc1cccc(F)c1	8	13	-2	0	-2	-1	9	-9	2	1
COc1ccc(NCc2ccc(OC)c(Cn3ccnc3)c2)c(OC)c1	2	-1	-5	2	1	-7	4	-3	1	0
CC(=O)Nc1ccccc1OCc1nnc(-c2ccccc2Cl)o1	-2	2	-1	-2	1	-5	1	4	0	-2
COCCNC(=O)C1CCN(S(=O)(=O)c2c(C)noc2/C=C/c2cccs2)CC1	12	-2	0	2	8	-1	5	-1	-10	-1
CCCCNC(=O)C[C@@H]1C[C@@]2(C(=O)OCC)CCCC=C2N(CCc2ccc(OC)c(OC)c2)C1=O	-3	-2	0	2	-1	-2	·	-2	-3	7
Cc1ccc(SCC(=O)OCc2csc(CC(=O)Nc3ccccc3C)n2)cc1C	-15	0	-1	4	24	5	-19	-8	-2	2
CCOC(=O)C/C(C)=N/NC(=O)Nc1ccccc1	4	-2	-4	1	4	-1	-5	-3	7	-1
CC(C)(C)NC(=O)COC(=O)c1ccc(O)cc1	1	3	2	-3	2	0	10	5	-2	2
NCc1ccccc1COc1ccccc1	4	2	-2	-9	4	6	-7	8	2	-18
CN(C)CCNc1nc2c(c(=O)[nH]c(=O)n2C)n1CCOc1ccccc1	6	2	0	-7	-5	4	-8	-2	0	-4
CCN(CC)CCCNC(=S)N(Cc1cccnc1)Cc1cc2cc(C)cc(C)c2[nH]c1=O	0	-8	0	-3	5	-1	0	12	-2	-1
CCCC1=C(C(=O)OCC)C(c2cc(Cl)cc(OC)c2OCc2ccccc2)NC(=O)N1 (stereo not given)	1	0	4	-11	1	-1	-31	-4	2	-22
Cc1ccc([N+](=O)[O-])cc1S(=O)(=O)NCC1COc2ccccc2O1 (stereo not given)	2	-1	1	1	5	-3	-10	-2	3	4
CCOc1nnc(C)c2c(C)n(-c3cccc(Cl)c3)nc12	4	1	-3	-4	-7	1	-19	-2	2	-4
COC(=O)C[C@@H]1CC[C@@H]2[C@@H](COc3ccc(NC(=O)c4ccc(F)cc4)cc3C(=O)N2C)O1	-1	0	-2	2	8	3	·	·	-1	0
CCOC(=O)C1(CCc2ccccc2)CCN(C(=O)CCc2cnn(C)c2)CC1	-3	2	0	-1	-2	-7	0	2	-3	-2
CCc1cc(=O)n2[nH]c(C)c(-c3ccc(OC)cc3)c2n1	6	-1	-2	14	-4	0	0	-4	-3	11
CC(C)(C)c1cc(C(=O)O)n(Cc2ccc(Cl)cc2Cl)n1	-3	0	-2	0	4	12	-2	6	0	0
O=c1[nH]c2ccc(S(=O)(=O)Nc3ccc(Br)cc3)cc2[nH]1	-2	4	1	-2	-9	2	-11	-1	1	1
COc1cc2sc(-c3ccc(S(C)(=O)=O)cc3)c(C#CCO)c2cc1OC	-17	0	12	-3	-13	9	-17	4	-3	3
CCc1nc2ccc(C(=O)NCc3cccs3)cn2c1N(CC)CCOC	3	-3	0	6	0	-1	·	0	-3	1
O=C(Nc1cccc(Cl)c1)Nc1nnc(CC2=CCCCC2)s1	-3	-6	-2	3	-3	23	-12	1	0	28
CCCCN=C1C([N+](=O)[O-])=CC=C2C1=NC1(CCCCC1)N2O	3	-6	-3	0	10	-2	-1	0	-2	-3
CC(C)NC(=O)N(C)C[C@H]1Oc2ccc(NC(=O)Cc3ccccc3)cc2C(=O)N([C@H](C)CO)C[C@@H]1C	-5	-10	3	-9	-9	0	6	0	-4	-1
C[C@H](NC(=O)[C@@H]1Cc2ccccc2CN1C(=O)OC(C)(C)C)C(=O)NC1CCCCC1	-3	-2	2	10	-2	-8	-4	-1	-3	3

# SIAE primary, what is marked active above.
Compound	SIAE primary	MBD2 inh	UHRF1 binding	GC-B act	HTRA1 inh	TCR-CD3 inh	PRMT1 inh	NPR1 activator
O=C(Cc1ccc(Nc2nc3ccc(Br)cc3[nH]2)cc1)NCCc1cccs1	20*	-3	-1	-7	9	-1	0	-6

# This is a subset; count on the stated rates, not on these rows.
